# Source: PubChem BioAssay
# Eya2 inh = inhibitors of human Eya2 phosphatase activity | O00167 | recombinant Eya2, OMFP fluorescence dephosphorylation (OMFP is methylfluorescein phosphate) | Potency, µM (top dose mostly 76.9 µM), for inactives: top-dose activity, negative = inhibition, hits mostly inhibitors | hit rate 0.006% among 330,000 | AID 488837; further: potency means the concentration at half of the fitted maximal effect; on the % scale 0 is the no-effect control and ±100 the full control effect
#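 Eya2 protein (added as 0.2 uM solution) was preincubated with compound for 10 min at ambient temperature in 50 mM HEPES pH 7.5, 50 mM NaCl, 5 uM MgCl2, 0.05% BSA, 1 mM DTT. OMFP (added at 50 uM) then reacted 10 min; fluorescence read at 485/525 nm.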
# Mito fusion yeast = mitochondrial division inhibition or fusion activation. S. cerevisiae fusion-defective mutant growth rescue, CellTiterGlo 48 h. Potency, µM (series often up to 46.1 µM), for the others: at the top dose growth rescue (activation), usual class: activators. hit rate 0.23% among 320,000. AID 485298;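 further: potency means the concentration at half of the fitted maximal effect; % of control where 0% means no effect; nearly all actives have a fitted effect of over 45% in size; temperature-sensitive fusion mutants such as fzo1-1 at 37 °C on non-fermentable ethanol glycerol medium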
#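 S. cerevisiae fusion-defective temperature-sensitive mutants (e.g. fzo1-1, mgm1-5) grown 48 h at 37C in YPEG (ethanol/glycerol non-fermentable) medium with 23 nl compound per well; growth rescue read as CellTiterGlo luminescence.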
# hERG WT inh = inhibitors of human wildtype KCNH2 potassium channel | Q12809 | U2OS, BacMam KCNH2, thallium flux FluxOr; hits give low values | activity change, % at 1.84 µM | hit rate 0.37% among 340,000 | AID 720551;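 active means maximum activity change below -70%; inconclusive means maximum activity change between -70% and -50%; inactive means maximum activity change above -50%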; further: on the % scale 0 is the no-effect control and ±100 the full control effect
#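 U2OS cells transduced with wild-type KCNH2 virus are loaded with FluxOr dye for 45 min, and thallium flux is measured in kinetic reads before and after stimulation buffer. Rate constants are normalized to DMSO controls.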
# GALK inh = galactokinase (human) inhibition; hit rate 0.007% among 270,000; Purified GALK, Kinase-Glo residual ATP luminescence; Potency, µM (highest dose often 57.5 µM), for inactives: at the highest dose activity change, negative = inhibition, usual class: inhibitors; AID 1868; further: potency means the concentration at half of the fitted maximal effect; on the % scale 0 is the no-effect control and ±100 the full control effect
# Target sequence (P51570 whole entry, looked up): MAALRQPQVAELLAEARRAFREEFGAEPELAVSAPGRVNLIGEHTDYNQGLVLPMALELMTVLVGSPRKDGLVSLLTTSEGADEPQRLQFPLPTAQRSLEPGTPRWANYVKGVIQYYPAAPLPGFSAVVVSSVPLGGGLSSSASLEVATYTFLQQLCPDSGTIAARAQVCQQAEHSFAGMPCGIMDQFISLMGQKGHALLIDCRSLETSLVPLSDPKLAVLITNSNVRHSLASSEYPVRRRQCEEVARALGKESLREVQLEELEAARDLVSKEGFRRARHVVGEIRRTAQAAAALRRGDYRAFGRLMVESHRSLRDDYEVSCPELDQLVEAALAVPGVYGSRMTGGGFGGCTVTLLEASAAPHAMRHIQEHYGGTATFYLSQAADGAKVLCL
#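 Compounds were pin-transferred into ATP buffer (35 uM final), then GALK plus galactose (5 nM, 100 uM final) was added. After 1 h at room temperature, Kinase-Glo Plus was added and luminescence read after 10 min.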
# ASM inhibitor = human S-ASM enzyme inhibition; P17405; placental ASM, HMU-PC fluorogenic substrate, 60 min; Potency, µM (top dose mostly 57.5 µM), for inactives: at the highest dose activity change, negative = inhibition, actives largely listed as inhibitors; hit rate 0.006% among 340,000; AID 504937; further: potency means the concentration at half of the fitted maximal effect
#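 qHTS format. ASM enzyme prepared from human placenta hydrolyses the fluorogenic substrate HMU-PC0 (9 uM final) over 60 min at 37 °C after a 10 min compound preincubation.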
# BCR signal inh = chronic active BCR signaling inhibition; ABC-DLBCL IkBa-CBG/CBR reporter, luminescence ratio, 4 h; Potency, µM (top dose mostly 46.1 µM), for inactives: at the highest dose ratio change, negative = lower green/red ratio, hits mostly inhibitors; hit rate 0.05% among 340,000; active means well fitted inhibition curve with a large enough effect in the signal ratio, with a control signal flat, not every such curve was filed as active; inconclusive means small, poorly fitted or top-dose-only effect, or effect the other way, or a change in a side signal; the % refers to the signal ratio;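 further: potency means the concentration at half of the fitted maximal effect; plate controls were basal doxycycline-induced cells for no effect and cells given 10 µM MG132 for full effect; MG132 reads +100%, hits lower the ratio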
#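 TMD8 human ABC-DLBCL cells with doxycycline-inducible IκBα–green luciferase fusion and unfused red luciferase, in 0.5% FBS medium; compounds up to 46 uM, 4 h at 37C. Green/red luminescence ratio, filter-overlap corrected, fitted to concentration-response curves.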
# Menin-MLL TR inh = displaces Texas Red mutant MLL peptide from human menin | AID 1768 | Potency, µM (titrated, usually from 61.6 µM), for inactives: at the top dose FP activity change, negative = inhibition, actives largely listed as inhibitors | Menin + Texas Red MLL mutant peptide, fluorescence polarization | hit rate 0.23% among 270,000; active means well fitted inhibition curve with a large enough effect in the polarisation, with a control signal flat, not every such curve was filed as active; inconclusive means small, poorly fitted or top-dose-only effect, or effect the other way, or a change in a side signal; inactive means no such curve, though single readings can be large or run the other way; the % refers to the polarisation; further: potency means the concentration at half of the fitted maximal effect; % of control where 0% means no effect; many of its hits are not listed in these tables
# Target sequence (O00255 whole entry, looked up): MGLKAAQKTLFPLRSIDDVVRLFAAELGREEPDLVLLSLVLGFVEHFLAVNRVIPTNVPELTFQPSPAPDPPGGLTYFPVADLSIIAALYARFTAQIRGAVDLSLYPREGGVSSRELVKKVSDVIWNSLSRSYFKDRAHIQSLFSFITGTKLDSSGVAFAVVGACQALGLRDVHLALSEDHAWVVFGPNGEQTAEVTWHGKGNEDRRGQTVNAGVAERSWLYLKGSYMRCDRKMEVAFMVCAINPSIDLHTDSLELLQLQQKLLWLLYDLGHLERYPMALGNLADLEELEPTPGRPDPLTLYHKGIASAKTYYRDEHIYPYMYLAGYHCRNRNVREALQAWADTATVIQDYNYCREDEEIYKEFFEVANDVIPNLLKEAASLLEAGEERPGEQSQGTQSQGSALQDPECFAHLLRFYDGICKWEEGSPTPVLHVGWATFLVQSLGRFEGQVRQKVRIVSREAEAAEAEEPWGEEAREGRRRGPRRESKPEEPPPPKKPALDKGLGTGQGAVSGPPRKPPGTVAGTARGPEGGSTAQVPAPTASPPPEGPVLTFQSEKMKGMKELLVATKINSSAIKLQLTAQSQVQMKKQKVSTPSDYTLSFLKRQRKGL
# TSHR antag = blocks TSH signaling through the human TSH receptor. P16473. TSHR-expressing cells, TSH-stimulated cAMP HTRF, 2 h; hits give low values. activity change, negative = inhibition, % at 11.5 µM. hit rate 0.2% among 330,000. AID 504810;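 active means activity change below a set negative limit, meaning inhibition stronger than a set level, cut at about -70% in these data; inconclusive means activity change between two set negative limits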; further: on the % scale 0 is the no-effect control and ±100 the full control effect
#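 Read-out is FRET at 665 nm (cryptate excitation 337 nm) from a cryptate-tagged anti-cAMP antibody, competed by cell cAMP against cAMP-d2. Compounds are tested on freshly harvested TSHR cells challenged with 4nM TSH (EC80) for 2 hours at 37 deg C.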
# MBNL1-CUG inh = blocks human MBNL1 binding to CUG repeat RNA | Q9NR56 | TR-FRET MBNL1-His/biotin-(CUG)12 binding, 665/545 ratio | Potency, µM (titrated, usually from 57.5 µM), for the others: at the highest dose activity change, negative = inhibition, most hits filed as inhibitors | hit rate 0.036% among 280,000 | AID 2675; active means well fitted inhibition curve with a large enough effect in the signal ratio, with a control signal flat, not every such curve was filed as active; inconclusive means small, poorly fitted or top-dose-only effect, or effect the other way, or a change in a side signal; inactive means no such curve, though single readings can be large or run the other way; the % refers to the signal ratio; further: potency means the concentration at half of the fitted maximal effect; on the % scale 0 is the no-effect control and ±100 the full control effect
#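 TR-FRET between His-tagged MBNL1 and biotin-(CUG)12 RNA, detected with Tb anti-His antibody (0.055 ng/ul) and streptavidin-XL665 (5 nM), 60 min at room temperature. Compounds titrated 92 nM to 58 uM; 665/545 nm ratio normalized to buffer and complex controls.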
# USP2a inh = USP2a (human) protease inhibition | USP2 core, Ub-CHOP2 coupled fluorogenic reporter, 485/531 | AID 463254 | hit rate 0.01% among 330,000 | Potency, µM (doses to about 38.3 µM), for inactives: at the highest dose activity change, negative = inhibition, actives largely listed as inhibitors | O75604;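 further: potency means the concentration at half of the fitted maximal effect; plate controls were DMSO wells for no effect and full inhibition by NEM control for full effect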
#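 Cell-free coupled assay: 10nM USP2 core preincubated 30min RT with compound in Tris-HCl pH 8.0/CaCl2/CHAPS buffer, then 25nM Ub-CHOP2 and 25nM reporter substrate; fluorescence (Ex 485/Em 531) read after 60min RT, normalized to NEM inhibition, concentration-response curves fitted.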
# PKM2 act = increases activity of human pyruvate kinase M2 | P14618 | purified PKM2, Kinase-Glo ATP luminescence, activation; response scale: 0% is enzyme alone, no compound | Potency, µM (series often up to 57.5 µM), inactives show at the top dose activation, usual class: activators | hit rate 0.34% among 260,000; further: potency means the concentration at half of the fitted maximal effect; on the % scale 0 is the no-effect control and ±100 the full control effect; nearly all actives have a fitted effect of over 55% in size
#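 Purified hPK-M2 (>95%) run at intermediate activity with 0.1 mM ADP and 0.5 mM PEP in 50 mM imidazole pH 7.2, KCl, MgCl2; 1 h room temperature. ATP formed read by Kinase-Glo luminescence; normalized to uninhibited and no-enzyme controls.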
# Active calls of the source: *; ? = inconclusive; nt = no result given; [ ] = another dose, or the depositor's remark. Unless noted, the call rests on the fitted dose curve; in most records, active means well fitted curve in the direction sought with a large enough effect; inconclusive means small, poorly fitted or top-dose-only effect, or another doubt; inactive means no such curve, though single readings can be large; an effect the other way counts as inactive or inconclusive.
SMILES,Eya2 inh,Mito fusion yeast,hERG WT inh,GALK inh,ASM inhibitor,BCR signal inh,Menin-MLL TR inh,TSHR antag,MBNL1-CUG inh,USP2a inh,PKM2 act
Cc1ccc(Cn2cc(SCC(N)=O)c3ccccc32)cc1,-12%,13%,11,2%,0%,0%,18%,2,-10%,-4%,-1%
CNC(=O)OCCSCCS(=O)(=O)c1ccc(Cl)cc1,13%,2%,-2,0%,-2%,-2%,nt,6,nt,-1%,6%
O=C(CCC(=O)N1CCN(S(=O)(=O)c2ccccc2)CC1)c1ccc(Br)cc1,-9%,nt,-1,nt,-1%,0%,nt,12,nt,1%,nt
Cc1ccc(CNC(=O)[C@@H](NC(=O)C2CCN(C(=O)[C@@H]3CCCN3)CC2)C(C)C)cc1,-7%,1%,10,nt,4%,6%,-7%,2,-12%,-1%,-1%
CCS(=O)(=O)N1CCN(C(=O)c2ccc(-c3ccccc3)cc2)CC1,-31%,1%,14,-1%,-1%,?,-16%,3,-19%,2%,-11%
CN(C)C(=O)N1CCCC(C(=O)NCc2ccccc2)C1 (stereo not drawn),-19%,-6%,-17,-1%,-1%,5%,-12%,5,1%,0%,0%
COc1ccc(S(=O)(=O)NCc2ccc(C(=O)N3CCN(c4ccccn4)CC3)cc2)cc1,-3%,4%,-7,0%,1%,10%,?,4,-3%,2%,1%
COc1ccc(OC)c(CN2CCCCCC2)c1,3%,1%,2,-3%,1%,2%,-5%,23,-1%,2%,-2%
Cn1c(C(=O)NC2CC2)cc(=O)n(C)c1=O,-19%,1%,-6,-2%,1%,-3%,3%,-4,-4%,3%,-2%
Cc1ccc(CNC(=O)C(=O)NCC2OCCN2S(=O)(=O)c2ccc(C)cc2)cc1 (stereo not drawn),-5%,1%,12,4%,-1%,1%,nt,10,-2%,-2%,-1%
O=C(O)CCN1C(=O)NC2(CCCC2)C1=O,7%[15.4 µM],-1%,-7,1%,1%,2%,9%,-5,-13%,0%,2%
CC(=O)Oc1ccc2nc(-c3cccs3)oc(=O)c2c1,-1%,1%,-17,1%,181%,?,8%,-20,7%,-6%,-2%
Cc1c(NC(=O)c2ccc(-c3cccc([N+](=O)[O-])c3)o2)c(=O)n(-c2ccccc2)n1C,10%,0%,13,3%,-3%,6%,12%,-2,?,3%,-3%
COc1ccc(CC(=O)Nc2cc(C)c3c(=O)oc4ccccc4c3n2)cc1,9%,3%,-13,1%,5%,3%,27%,-3,-1%,1%,9%
COc1ccccc1CNC(=O)C1(c2ccc(Cl)cc2)CC1,-1%,16%,-11,0%,3%,2%,-7%,4,0%,3%,6%
COc1ccc2[nH]c3c(c2c1)CCN1C(=O)C(CC(=O)NCc2ccc(OC)c(OC)c2)C[C@H](C(=O)N(C(C)C)C(C)C)[C@@]31C (stereo partly drawn),3%,nt,6,nt,-6%,-1%,nt,4,nt,3%,nt
CCCCCc1c2c(cc(O)c1C(=O)O)OC(=O)c1c(cc(OC)cc1C(=O)CCCC)O2,-16%,8%,-7,-9%,15%,0%,?,?,3%,1%,0%
Cc1[nH]c(-c2ccc3c(c2)OCO3)nc1C(=O)O,-4%,-3%,-3,4%,8%,-1%,3%,0,1%,-1%,-53%
Cc1cc(C)nc(SC2CCOC2=O)n1 (stereo not drawn),nt,-6%,-2,0%,-1%,nt,-2%,nt,-11%,nt,7%
Cc1ccc(S(=O)(=O)c2cn(Cc3ccc(F)cc3)c3cc4c(cc3c2=O)OCO4)cc1,-7%,-4%,?,0%,2%,15%,-17%,-2,20%,3%,21%
CC1CN(C(=O)c2cccc(S(=O)(=O)N3CCN(c4ccc(F)cc4)CC3)c2)CC(C)O1 (stereo not drawn),0%,10%,-10,-4%,-2%,9%,nt,-8,2%,3%,-3%
O=C1CCc2cc(S(=O)(=O)NCCC(=O)NC3CCCCC3)ccc2N1,-3%,-3%,-13,-2%,4%,0%,-1%,-1,-4%,2%,nt
COc1ccc(S(=O)(=O)N[C@@H](Cc2ccc(Cl)cc2)C(=O)N2CC[C@@]3(O)CCCC[C@H]3C2)cc1,-24%,-16%,-7,0%,-2%,-3%,9%,12,-1%,0%,-10%
CC(Cc1c[nH]c2ccccc12)NC(=O)C1CCCNC1=O (stereo not drawn),4%,-2%,-18,-1%,-2%,?,0%,13,-13%,1%,3%
Cc1ccc(C(=O)N(CC#N)CC#N)cc1C,1%,-5%,45,0%,4%,?,0%,0,6%,13%,1%
N/C(=N\NC(=O)c1cccs1)c1cc2ccccc2oc1=O,-9%,0%,-5,0%,-9%,?,4%,6,?,5%,4%
OCCCNC(=S)Nc1ccc(Oc2ccccc2)cc1,-13%,-4%,7,2%,5%,0%,7%,0,nt,-1%,4%
COc1ccc(CNC(=O)CSc2nnnn2-c2ccccc2)cc1,5%,4%,-2,4%,-3%,1%,8%,10,1%,-2%,1%
CCOC(=O)c1c(C#N)c(SCC(=O)Nc2ccc(OC)cc2)nc2c1CN(CC)CC2,4%,-5%,-7,-3%,-2%,1%,-24%,-2,13%,4%,1%
O=C(O)c1ccccc1NS(=O)(=O)c1cccc(C(F)(F)F)c1,8%,0%,69,-1%,1%,?,?,2,-3%,-1%,2%
COc1ccc(CCNC(=O)c2nnn(-c3ccc4c(c3)OCCO4)c2N)cc1OC,4%,1%,0,0%,-3%,?,1%,-3,8%,1%,3%
CC(=O)Nc1ccc(S(=O)(=O)Nc2ccc3ccccc3n2)cc1,0%,0%,-16,-4%,7%,-12%,nt,-10,2%,-1%,4%
COc1ccc(Nc2nc(OC)nc(OC)n2)cc1,-8%,-2%,-15,4%,-3%,6%,12%,-3,-2%,1%,-16%
CC(=O)NNC(=O)CN1C(=O)/C(=C/c2ccccc2)SC1=S,-13%,nt,2,1%,-3%,10%,nt,16,?,2%,-5%
COCCNC(=O)CN(CC1CCCO1)C(=O)CCC(=O)Nc1ccccn1 (stereo not drawn),3%,1%,0,-2%,-1%,-1%,14%,0,1%,0%,-1%
Cc1nc2ccccc2c2ncccc12,?,-4%,-5,4%,0%,6%,-9%,-2,-1%,0%,nt
COc1cc(CCC(=O)Nc2c(C(=O)N3CCN(c4ccccc4OC)CC3)oc3ccccc23)on1,-2%,4%,-35,3%,-3%,-3%,nt,-5,-3%,2%,nt
CCOc1cccc(-c2nnc3sc(COc4ccc(OC)cc4)nn23)c1,-2%,1%,11,3%,-21%,-3%,8%,-12,-6%,2%,-2%
Cc1nnc(SCC(=O)Nc2nccs2)n(N)c1=O,-3%,4%,18,3%,-2%,?,4%,8,-20%,3%,22%
COCCN(CCOC)c1ncc(Cl)c(C(=O)c2c(C)cc3ccccn23)n1,-4%,2%,-25,4%,-1%,-6%,-1%,-16,21%,-3%,-1%
CCN1CCN(c2cc(C)c3cc(NC(=O)c4cncc(Br)c4)ccc3n2)CC1,-20%,0%,2,0%,-8%,?,0%,34,-7%,-3%,-16%
COc1cc(/C=C(/C#N)C(=O)c2c(C)[nH]c3ccccc23)ccc1OCC#N,-18%,-4%,6,-17%,-22%,-16%,nt,-4,2%,2%,5%
c1ccc2c(N3CCCCC3)ncnc2c1,-21%,-4%,-11,1%,-2%,17%,-21%,4,0%,1%,-3%
Cc1ccc(NS(=O)(=O)c2cccc(C(=O)Nc3c(C)n(C)n(-c4ccccc4)c3=O)c2)cc1,0%,3%,-1,-1%,-1%,-3%,nt,6,nt,0%,4%
COc1ccc(CC2=CC(=O)c3ccccc3C2=O)cc1,4%,-12%,-3,-11%,-14%,?,?,-83*,?,-1%,29%
Cc1nn(C)c(C)c1S(=O)(=O)N1CCC(C(=O)NC2CCCCCC2)CC1,13%,-6%,-9,4%,-7%,?,15%,3,4%,2%,-23%
Cc1ccc(S(=O)(=O)NC(=O)Nc2cccc([N+](=O)[O-])c2)cc1,-2%,4%,-14,0%,-3%,-2%,nt,0,22%,2%,nt
Cc1ccc(S(=O)(=O)N2CCCCC2)cc1NC(=O)CSc1ncnc2ccccc12,0%,26%,-12,-2%,-8%,?,8%,40,-7%,1%,-1%
CCOC(=O)/C(=N/Nc1ccc(C)cc1)S(=O)(=O)c1ccc(Cl)cc1,19%,-7%,6,0%,-8%,?,-1%,-18,10%,0%,1%

# A portion of the library; count on the stated rates, not on these rows.
